Source: PubChem BioAssay
AmpC inh detg = inhibitors of E. coli AmpC beta-lactamase with detergent | P00811 | AmpC hydrolysis of nitrocefin, absorbance 480 nm, 0.01% Triton | Potency, µM (doses to about 114 µM), inactives show at the top dose activity change, negative = inhibition, most hits filed as inhibitors | 0.041% of 370,000 active | AID 485294;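 also: potency is read from the fitted curve at half-maximal effect; 0% = no-compound wells and -100% = no-enzyme wells; nearly all actives have a fitted effect of over 25% in size; some results filed as inactive show a strong effect at the top dose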
Target sequence (P00811 whole entry, looked up): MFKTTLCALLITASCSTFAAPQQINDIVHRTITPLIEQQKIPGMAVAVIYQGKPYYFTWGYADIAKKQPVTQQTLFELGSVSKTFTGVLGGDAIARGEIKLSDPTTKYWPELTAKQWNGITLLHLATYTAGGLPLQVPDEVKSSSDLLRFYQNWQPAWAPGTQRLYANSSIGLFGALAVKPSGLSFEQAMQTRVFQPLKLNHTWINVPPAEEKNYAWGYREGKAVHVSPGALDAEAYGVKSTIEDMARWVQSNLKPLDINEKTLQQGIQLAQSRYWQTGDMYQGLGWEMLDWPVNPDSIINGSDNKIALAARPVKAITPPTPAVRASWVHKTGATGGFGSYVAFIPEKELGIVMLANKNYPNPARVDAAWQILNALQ
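AmpC (5.3 nM in the dispensed reagent) in 20 mM phosphate pH 7.0 with 0.01% (detergent screen) or 0.0001% Triton X-100 was preincubated with compounds for 15 min at room temperature. Nitrocefin was then added from an 800 uM solution, and hydrolysis was followed at 480 nm.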
AMA1-RON2 inh = inhibitors of Plasmodium falciparum AMA1-RON2 interaction; AlphaScreen AMA1-biotinylated RON2 peptide binding; Potency, µM (titrated, usually from 58.2 µM), for inactives: top-dose activity change, negative = inhibition, actives largely listed as inhibitors; 0.2% of 360,000 active; AID 720542;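 also: potency is read from the fitted curve at half-maximal effect; 0% = vehicle wells and -100% = peptide control; nearly all actives have a fitted effect of over 45% in size; some results filed as inactive show a strong effect at the top dose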
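AMA1 (3D7) with his tag at 25 nM final met compounds first, then biotinylated RON2 peptide at 25 nM; detection used donor plus acceptor beads, 10 µg/mL apiece, read by AlphaScreen after 30 min at room temperature.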
HCMV inh = human cytomegalovirus inhibition; 4.5% of 410,000 active; activity change, negative = inhibition, % at 57.5 µM; HFF cells, HCMV-luciferase reporter, 72 h; active compounds read low; in the data active = activity change below about -60%; inconclusive = no clear call, values can overlap the other calls; inactive = above about -39%
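Two-dose cell screen: HFF monolayers treated with compounds and infected with luciferase-expressing HCMV at 1 PFU/cell, 72 h at 37C, then lysed for luciferase measurement.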
LmPK inhibitor = blocks Leishmania mexicana pyruvate kinase activity | Q27686 | purified LmPK, Kinase-Glo ATP luminescence, 1 h | Potency, µM (titrated, usually from 57.5 µM), for the others: at the top dose activity change, negative = inhibition, actives largely listed as inhibitors | 0.37% of 290,000 active; also: potency is read from the fitted curve at half-maximal effect
Target sequence (Q27686 whole entry, looked up): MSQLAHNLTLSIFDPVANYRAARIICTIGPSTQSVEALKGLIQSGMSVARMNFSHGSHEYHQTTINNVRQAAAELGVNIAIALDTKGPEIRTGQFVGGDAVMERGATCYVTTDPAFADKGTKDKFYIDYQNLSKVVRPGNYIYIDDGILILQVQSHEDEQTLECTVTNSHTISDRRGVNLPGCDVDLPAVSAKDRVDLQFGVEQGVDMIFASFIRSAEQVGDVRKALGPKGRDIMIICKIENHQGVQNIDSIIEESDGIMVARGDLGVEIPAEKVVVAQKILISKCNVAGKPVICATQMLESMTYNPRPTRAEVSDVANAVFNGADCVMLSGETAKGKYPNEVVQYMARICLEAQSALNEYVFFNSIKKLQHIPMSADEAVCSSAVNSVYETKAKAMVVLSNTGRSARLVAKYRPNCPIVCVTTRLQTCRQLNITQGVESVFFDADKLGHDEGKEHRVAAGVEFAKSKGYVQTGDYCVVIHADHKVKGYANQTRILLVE
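ATP generated from ADP (0.1 mM) and PEP (0.5 mM) by 0.1 nM LmPK over 1 h at room temperature (pH 7.2 imidazole buffer) was detected by coupled luciferase luminescence. Values were normalized to uninhibited and no-enzyme wells.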
HCV inhibitor = inhibitors of hepatitis C virus infection | 3.4% of 340,000 active | Potency, µM (series often up to 41.8 µM), without a hit: at the top dose activity change, negative = inhibition, actives largely listed as inhibitors | Huh7.5.1 HCVcc-Cre infection, luciferase reporter, 44 h; also: potency is read from the fitted curve at half-maximal effect
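HCVcc-Cre virus at an moi near 0.5 was added right after compound to cells cultured 4 h from seeding (1,000 cells/well). Luciferase activity was determined 44 h later, 15 min after substrate addition at RT.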
AmpC inh no detg = inhibitors of E. coli AmpC beta-lactamase without detergent; P00811; Potency, µM (titrated, usually from 57.1 µM), for the others: at the top dose activity change, negative = inhibition, actives largely listed as inhibitors; AmpC nitrocefin hydrolysis, absorbance 480 nm, 0.0001% Triton; 0.52% of 330,000 active;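 also: potency is read from the fitted curve at half-maximal effect; plate controls were no compound for no effect and no enzyme for full effect; nearly all actives have a fitted effect of over 20% in size; some results filed as inactive show a strong effect at the top dose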
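AmpC (5.3 nM in the dispensed reagent) in 20 mM phosphate pH 7.0 with 0.01% (detergent screen) or 0.0001% Triton X-100 was preincubated with compounds for 15 min at room temperature. Nitrocefin was then added from an 800 uM solution, and hydrolysis was followed at 480 nm.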
TbPYK inhibitor = T. brucei pyruvate kinase inhibition; 0.12% of 410,000 active; TbPYK enzyme, Kinase-Glo Plus ATP luminescence, 45 min; Potency, µM (series often up to 76.8 µM), without a hit: at the top dose activity, negative = inhibition, actives largely listed as inhibitors; also: potency is read from the fitted curve at half-maximal effect; nearly all actives have a fitted effect of over 50% in size
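Activity of T. brucei pyruvate kinase was followed by Kinase-Glo Plus luminescence after the enzyme reacted 45 min at room temperature with 130 uM ADP (final) and substrate. Test compounds were added before ADP at multiple concentrations.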
* = called active by the depositor; ? = inconclusive; / = no result given; [ ] = remark or other dose. Unless noted, calls follow the shape of the dose curve; as a rule, active = well fitted curve in the direction sought with a large enough effect; inconclusive = small, poorly fitted or top-dose-only effect, or another doubt; inactive = no such curve, though single readings can be large; an effect the other way counts as inactive or inconclusive. Unless noted, % is scaled to controls: 0 for no effect and ±100 for the full control effect.

Below each compound – AmpC inh detg	AMA1-RON2 inh	HCMV inh	LmPK inhibitor	HCV inhibitor	AmpC inh no detg	TbPYK inhibitor
- COc1ccc(CNC(=O)N2CCN(c3cccc(C)c3C)CC2)cc1OC
    1%	-1%	-6	-3%	?	76%[activator]	1%
- Cc1nn(-c2ccccc2)c(C)c1NC(=O)COC(=O)c1ccccc1
    -12%	-1%	-29	/	7%	-10%	3%
- CC/C(=N\NC(=O)c1ccccc1O)c1c(O)n(C2CCCCC2)c(=O)[nH]c1=O
    2%	111%[activator]	-9	11%	2%	-49%	-3%
- CC(Oc1ccc(F)cc1)C(=O)Nc1ccccc1C(=O)NC1CC1 (configuration not stated)
    ?	0%	30	/	?	10%	0%
- CC(OC(=O)CN1C(=O)NC2(CCCC2)C1=O)C(=O)Nc1cccc(Cl)c1Cl (configuration not stated)
    ?	2%	-25	/	3%	-18%	0%
- O=C(NCc1cc(Cl)cc(Cl)c1)c1ccc2nc([C@@H]3O[C@H](CO)[C@@H](O)[C@H]3O)[nH]c2c1
    /	-7%	-11	/	/	/	3%
- O=C(CNc1ccc2ccccc2c1)N/N=C/c1ccccn1
    6%	73%[activator]	64	8%	-17%	-7%	-11%
- CN(C(=O)COC(=O)C1COc2ccccc2O1)c1c(N)n(Cc2ccccc2)c(=O)[nH]c1=O (configuration not stated)
    ?	11%	-28	/	16%	-32%	-1%
- Cc1ccc(NS(=O)(=O)c2ccc3[nH]c4c(c3c2)CCCCC4)cc1
    13%	/	-20	/	/	/	2%
- COc1ccc(NC(=O)NC2(C(=O)N3CCCC(C)C3)CCCCC2)cc1 (configuration not stated)
    -2%	-5%	6	1%	11%	-3%	4%
- COC(=O)c1cc(=O)n(CCc2ccc(OC)cc2)c(=Nc2ccc(F)c(Cl)c2)s1
    -5%	-27%	?	12%	?	-6%	6%
- CCn1c(-c2ccc(OC)c(OC)c2)n[nH]c1=S
    ?	0%	4	-25%	-3%	-9%	-13%
- COCCn1c(-c2cccs2)csc1=Nc1cccnc1
    4%	-5%	-25	-8%	-27%	-34%	?
- COc1ccccc1NC(=O)Nc1nn(C)c2cccc(OC)c12
    -1%	16%	-5	-3%	14%	2%	0%
- COCCOc1ccc(C(F)(F)F)cc1NC(=O)CN1C(=O)NC(C)(c2ccc3c(c2)OCO3)C1=O (configuration not stated)
    3%	-14%	-15	/	?	136%[activator]	9%

Next section; the last two above are carried over.
Below each compound – AmpC inh detg	AMA1-RON2 inh	HCMV inh	LmPK inhibitor	HCV inhibitor	AmpC inh no detg	TbPYK inhibitor
- COc1ccccc1NC(=O)Nc1nn(C)c2cccc(OC)c12
    -1%	16%	-5	-3%	14%	2%	0%
- COCCOc1ccc(C(F)(F)F)cc1NC(=O)CN1C(=O)NC(C)(c2ccc3c(c2)OCO3)C1=O (configuration not stated)
    3%	-14%	-15	/	?	136%[activator]	9%
- COc1ccc(NC(=O)COC(=O)C2CCN(S(=O)(=O)c3ccccc3)CC2)cc1Cl
    -10%	15%	-4	/	4%	-10%	3%
- COc1ccc(OC)c2nc3c(C(=O)NCCN(C)C)cccc3nc12
    /	-2%	-96*	/	?	/	-5%
- O=C(COc1ccc(Cl)cc1Cl)N/N=C/C1CC=CCC1 (configuration not stated)
    4%	50%[activator]	-2	-10%	3%	0%	2%
- O=S(=O)(NCC1CCN(c2ccc(S(=O)(=O)N3CCOCC3)cc2)CC1)c1ccccc1
    1%	-5%	?	6%	?	0%	-1%
- CCCOc1ccc(C(=O)N2CC3(CC(c4cccc(NC(=O)[C@@H]5CCC(=O)N5)c4)=NO3)C[C@H]2C(=O)NC2(C(N)=O)CC2)cc1 (some centres not stated)
    -1%	-3%	-64*	2%	2%	138%[activator]	-4%
- NC(=O)c1cc(S(=O)(=O)N2CCCC2)ccc1OCCOc1ccccc1
    -6%	-9%	-22	/	5%	-13%	6%
- Cc1ccc(-c2c3c(=O)n(C)c(=O)n(C)c3c3c(C)nc4ccccc4n23)cc1
    7%	/	0	/	/	/	-2%
- COCc1cc(/C=N\NC(=O)Cc2ccc(OC)cc2)ccc1OC
    -12%	1%	4	1%	14%	-27%	-2%
- CCOC(=O)C1CCCN(S(=O)(=O)c2ccc(Br)s2)C1 (configuration not stated)
    -5%	?	-14	-10%	5%	-3%	1%
- CC(=O)N1c2ccc(S(=O)(=O)NCC3CCC(C(=O)Nc4ccc(C)cc4)CC3)cc2CC1C (configuration not stated)
    -6%	/	-23	/	/	/	-2%
- O=C(Nc1cccc(C(F)(F)F)c1)Nc1nnc([C@H]2C[C@H](O)[C@@H](CO)O2)s1
    /	8%	-36	/	/	/	1%
- COc1cc2cc(C#N)c(SCC(=O)N3CCOCC3)nc2cc1OC
    ?	-3%	170	1%	?	23%	8%
- CCOc1ccc(CNC(=O)CCc2cn(CC)c3ccccc23)cc1
    -10%	/	55	/	/	/	2%
- CC(=O)c1ccc(NC(=O)C2CCCN(S(=O)(=O)c3c(C)[nH]c(=O)[nH]c3=O)C2)cc1 (configuration not stated)
    ?	2%	-8	-11%	27%	-4%	28%
- CCc1nc2ccc(C(=O)N(CC)CCN(C)C)cn2c1N(C)CCCc1ccccc1
    /	-3%	-2	/	/	/	-2%

New compounds follow.
Below each compound – AmpC inh detg	AMA1-RON2 inh	HCMV inh	LmPK inhibitor	HCV inhibitor	AmpC inh no detg	TbPYK inhibitor
- Cc1ccc(C)c(-n2cc(-c3ccc(Cl)cc3)nc2SCC(=O)NC2CCS(=O)(=O)C2)c1 (configuration not stated)
    -1%	-7%	-2	2%	-16%	130%[activator]	0%
- CCCCN1C2=NCCCN2c2cc(C)c(C)cc21
    ?	-2%	-30	5%	?	16%	4%
- Cc1noc(C)c1COC(=O)c1ccc2c(c1)OCO2
    -11%	-3%	35	13%	14%	-16%	4%
- CCOC(=O)CC1C(=O)NCCN1C(=O)NC1CCCCC1 (configuration not stated)
    -6%	-8%	7	5%	17%	-12%	-2%
- CCOC(=O)c1ccc(Nc2ncnc3ccccc23)cc1
    0%	0%	?	-10%	-22%	-36%	0%
- COC(=O)c1ccccc1NC(=O)CSc1n[nH]c(-c2cccnc2)n1
    5%	12%	-37	2%	-8%	-21%	-8%
- COc1cccc(CNC(=O)c2nc(Cn3nc(C)c(Br)c3C)no2)c1
    -1%	/	3	/	/	/	-1%
- Cc1cccc(NC(=O)c2ccc(S(=O)(=O)N3CCCCC3)cc2)c1
    -7%	4%	-14	-7%	-28%	-46%	-6%
- Brc1ccc(C2=Nc3ccccc3C(c3ccncc3)=NN2)cc1
    3%	3%	84	-4%	?	-9%	1%
- O=C1NC(=O)N(c2ccc(Cl)cc2)C(=O)/C1=C/c1coc2ccc(O)cc2c1=O
    1%	-16%	-23	-11%	16%	-33%	?
- O=C1/C(=C\c2cccc(O)c2)SC(=S)N1Cc1ccccc1
    -14%	-15%	-74*	10%	-14%	-53%	0%
- CCOC(=O)c1oc2c(CN3CCN(CCO)CC3)c(O)c(CC)cc2c(=O)c1-c1nc2ccccc2s1
    3%	54%[activator]	-36	-1%	-27%	167%[activator]	-3%
- C/C(=N\NC(=O)c1ccc(N(C)C)cc1)c1cccnc1
    ?	32%[activator]	52	-2%	-8%	-58%	4%
- COc1ccc(-c2nc3scc(CCNS(=O)(=O)c4ccc(F)cc4F)n3n2)cc1OC
    0%	/	-17	/	/	/	0%
- COc1ccc(-n2cnnc2SCC(=O)N(C)C2CCS(=O)(=O)C2)cc1 (configuration not stated)
    -19%	-8%	-13	7%	11%	-14%	-10%

Copied from the list:
AMA1-RON2 inh, `O=C(COc1ccc(Cl)cc1Cl)N/N=C/C1CC=CCC1` (configuration not stated) → 50%[activator]
LmPK inhibitor, `COc1ccc(NC(=O)NC2(C(=O)N3CCCC(C)C3)CCCCC2)cc1` (configuration not stated) → 1%
HCMV inh, `CN(C(=O)COC(=O)C1COc2ccccc2O1)c1c(N)n(Cc2ccccc2)c(=O)[nH]c1=O` (configuration not stated) → -28

(cont.)
Below each compound – AmpC inh detg	AMA1-RON2 inh	HCMV inh	LmPK inhibitor	HCV inhibitor	AmpC inh no detg	TbPYK inhibitor
- O=C(CS(=O)(=O)c1cccc(Cl)c1)Nc1ccccc1Cl
    -5%	0%	-17	6%	7%	-38%	-2%
- O=[N+]([O-])c1cc(Cl)ccc1N1CCN(c2ccccc2O)CC1
    1%	?	?	10%	-12%	-23%	-3%
- CN(C)c1ccc(CNC(=O)c2cc3ccccn3n2)cc1
    0%	/	78	/	/	/	-5%
- CN(C(=O)CSc1nc(C2CC2)n(-c2ccccc2)n1)C1CCS(=O)(=O)C1 (configuration not stated)
    -4%	-10%	12	/	30%	0%	3%
- O=[N+]([O-])c1cc(C=Nc2cccc3c(O)cccc23)ccc1Cl
    -6%	/	/	3%	/	-34%	/
- O=C(CSc1nnc(CNC(=O)c2ccc(F)cc2)o1)NCC1CCCO1 (configuration not stated)
    -6%	-7%	18	1%	/	0%	-8%
- CCOC(=O)C(C)Sc1nc(=O)n2cccc(C)c2n1 (configuration not stated)
    1%	0%	?	0%	-5%	-10%	-2%
- C=CCC(O)c1c(-c2ccccc2)nn(C)c1Cl (configuration not stated)
    2%	7%	-29	-2%	-22%	-18%	-2%
- C/C=C(\C)C(=O)NCCN1C2=NC[C@H](C(C)C)N2C[C@@H]1Cc1ccc(OC)cc1
    -6%	148%[activator]	6	0%	5%	8%	0%
- O=C(CNc1ccccc1Cl)c1ccc(Br)cc1
    -5%	-16%	-17	0%	?	-23%	9%
- COCCn1c(SCC(=O)NN2C(=O)NC(C)(c3ccccc3)C2=O)nnc1-c1ccncc1 (configuration not stated)
    5%	9%	-6	/	9%	-13%	4%
- O=C(c1ccc(NS(=O)(=O)c2cccc([N+](=O)[O-])c2)cc1)N1CCN(C(=O)c2ccco2)CC1
    3%	-13%	-7	/	6%	-8%	3%
- CCC(=O)Nc1ccc(OC)cc1OC
    ?	-1%	21	0%	-2%	-2%	-18%
- Cc1cc2occ(CC(=O)NNC(=O)c3ccccc3)c2cc1C
    -10%	115%[activator]	-1	-2%	-5%	-20%	10%
- CC1CCCN(S(=O)(=O)c2ccc(NC(=O)CN3CCN(C)CC3)cc2)C1 (configuration not stated)
    -1%	9%	34	0%	-9%	8%	-1%
- CN(C(=O)COC(=O)CNC(=O)C12CC3CC(CC(C3)C1)C2)C1CCS(=O)(=O)C1 (configuration not stated)
    ?	-19%	-23	-2%	28%	-3%	4%
- CC(C)CCN1CCN(C2CCN(c3ccccc3)CC2)CC1CCO (configuration not stated)
    -1%	9%	-10	9%	8%	-11%	9%
- COC(=O)C1=C(C)N(CCCC(=O)O)C(=O)NC1c1cc2c(cc1[N+](=O)[O-])OCO2 (configuration not stated)
    0%	-20%	16	24%	16%	-10%	-1%
